AMA1 RON2 block – disrupts binding of P. falciparum AMA1 to RON2. AID 720542. Potency, µM (series often up to 58.2 µM), without a hit: top-dose activity change, negative = inhibition, most hits filed as inhibitors. AlphaScreen AMA1-biotinylated RON2 peptide binding. 360,000 compounds, 0.2% hits; active = well fitted inhibition curve with a large enough effect; inconclusive = small, poorly fitted or top-dose-only effect; inactive = no such curve, though single readings can be large or run the other way;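 note: potency is the fitted concentration of half-maximal effect; 0% = vehicle wells and -100% = peptide control; nearly all actives have a fitted effect of over 45% in size; some results filed as inactive show a strong effect at the top dose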
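AMA1 (3D7) with his tag at 25 nM final met compounds first, then biotinylated RON2 peptide at 25 nM; detection used donor plus acceptor beads, 10 µg/mL apiece, read by AlphaScreen after 30 min at room temperature.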
HCMV antiviral – human cytomegalovirus inhibition; activity change, negative = inhibition, % at 57.5 µM; 410,000 compounds, 4.5% hits; HFF cells, HCMV-luciferase reporter, 72 h; hits give low values; in the data active = activity change below about -60%; inconclusive = no clear call, values can overlap the other calls; inactive = above about -39%
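After 16 h attachment at 37C, HFF cells received test compound and HCMV-luciferase (1 PFU/cell); reporter luminescence read 72 h later, data normalized against buffer-only and known inhibitor Salinomycin.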
* marks the source's active call; other numbers are inactive results; ? = inconclusive; [ ] = remark or other dose. Unless noted, % is set by controls: 0 for no effect and ±100 for the full control effect. The list is partial; the hit share may differ from the screen's.

SMILES | AMA1 RON2 block | HCMV antiviral
Cc1ccc(OC(=O)N(C)C[C@@H]2OCc3cnnn3CCCC(=O)N([C@H](C)CO)C[C@H]2C)cc1 | 0% | -20
CC(C)c1ccc(Nc2ncc3c(n2)CCN(C(=O)NC2CCCCC2)C3)cc1 | 0% | -39
CC[N+]1(C)CCC(O)(c2ccc(OC)cc2)C(C(=O)c2ccc(OC)cc2)C1 (centres undefined) | 13% | 48
COC(=O)C1=C(c2cc3ccccc3o2)C[C@@H]2CC[C@H]1N2C(=O)N1CCOCC1 | -5% | -5
CN(Cc1ccc(Cl)cc1Cl)C(=O)C1CC(=O)N(Cc2ccco2)C1 (centres undefined) | 22% | 13
CC1(C)CSC(C)(C)C(=O)N1 | -4% | 4
CCN(CC)CCN(Cc1cc2cc3c(cc2[nH]c1=O)OCCO3)C(=S)NCCOC | 31%[activator] | -33
COc1cc2oc(=O)cc(CN3CCCC3)c2cc1Cl | -9% | 17
COCOCCn1cc(CN2CCS(=O)(=O)N(Cc3ccc(-c4ccc(C)cc4)cc3)C(C)C2=O)nn1 (centres undefined) | -4% | 8
N#Cc1ccc(Nc2nc(NCc3ccccc3)nc3ccsc23)cc1 | -4% | 2
Cc1ccccc1NC(=O)CN1CCCC1 | -3% | -22
Cc1ccc(S(=O)(=O)N2CCCC(C(=O)NCCc3ccc(Cl)cc3)C2)cc1 (centres undefined) | -4% | -19
CCc1nc2ccc(C(=O)NCCOc3ccc(OC)cc3)cn2c1N(C)Cc1nccn1C | -6% | 56
CN(N=Cc1cccc2cccnc12)c1ccc([N+](=O)[O-])cc1[N+](=O)[O-] | 1% | -16
COc1cccc(Nc2nc(C(N)c3ccccc3)cs2)n1 (centres undefined) | 33%[activator] | 27
Cc1ccc(C)c(C(Nc2ccccc2)c2ccc3ccc(C)nc3c2O)c1 (centres undefined) | 47%[activator] | 15
C[C@@H]1CN([C@@H](C)CO)S(=O)(=O)c2ccc(Br)cc2O[C@H]1CN(C)C(=O)C1CCC1 | -11% | 8
S=C1NC[C@H](Cc2ccccc2)N1CC1CCN(CCCC2CCCC2)CC1 | -4% | -28
COCCN(C(=O)COC(=O)C12CC3CC(CC(C3)C1)C2)c1c(N)n(Cc2ccccc2)c(=O)[nH]c1=O | -21% | 7
OC(c1cccc(Cl)c1)c1nc(-c2ccc3c(c2)OCO3)cs1 (centres undefined) | -2% | 29
COc1ccccc1CNC(=O)C[C@H]1CC[C@@H]2[C@H](COC[C@H](O)CN2Cc2ccc3c(c2)OCO3)O1 | -3% | -32
CC1(C(=O)Nc2ccc3c(c2)OCO3)CCN1C(=O)Cc1cccc2ccccc12 (centres undefined) | -29% | -13
Cc1ccc(S(=O)(=O)Nc2ccc3ncccc3c2[N+](=O)[O-])cc1 | -5% | 23
COc1ccc(C(CNC(=O)c2cccc(NS(=O)(=O)c3ccccc3)c2)N2CCCC2)cc1 (centres undefined) | -3% | 58
CCc1nc2c(OCc3ccccc3C)cccn2c1N(C)C(=O)C(C)C | 0% | 6
O=C(NC1CC1)c1cccc2c1C(=O)c1ccc(N3CCC(N4CCCCC4)CC3)cc1S2(=O)=O | -9% | -17
CC1(C(=O)NS(=O)(=O)c2ccc(F)cc2F)CCN1C(=O)c1ccc(C2CCCCC2)cc1 (centres undefined) | -5% | 10
CC(C)C[C@@H](CN)NC(=O)c1nc[nH]c1C(=O)N[C@@H](Cc1ccccc1)C(=O)CNC[C@H](C)NC(=O)c1nc[nH]c1C(=O)N[C@@H](CC(=O)O)C(=O)O | 79%[activator] | -9
COc1ccccc1CNCCc1cccc(Cl)c1 | 5% | 46
O=C(OC1CC2CC1[C@H]1CCCCN1C2=O)N1CCOCC1 (some centres undefined) | -6% | 40
CC1(C(=O)NS(=O)(=O)c2cccc(C#N)c2)CCN1C(=O)C1(c2ccccc2)CC1 (centres undefined) | -1% | 6
CC(C)C(N)c1csc(Nc2cc(Oc3ccccc3)ncn2)n1 (centres undefined) | 83%[activator] | -7
COc1cc2c[n+](C)c3c4ccccc4ccc3c2cc1OC | -3% | -82*
COc1cccc(CNc2nc3cc(-c4cccc(OC)c4)sc3c(=O)n2C)c1 | -5% | 18
CN1C(=O)C(N=Nc2ccc([N+](=O)[O-])cc2)SC1=S (centres undefined) | -28% | ?
O=c1[nH]c2ccccc2n1C1CCN(C(c2cccc3ccccc23)c2nnnn2Cc2ccccc2)CC1 (centres undefined) | -7% | -75*
O=C1CCn2c1c(O)c1ccccc1c2=O | -10% | -13
CCc1c(-c2ccccc2OC)ncn1Cc1cccc(-c2ccccc2)c1 | -20% | -98*
COCCN(CCOC)Cc1cc(=O)oc2cc(C)c(C)cc12 | 4% | 20
O=C(CC(=O)Nc1ccccc1)Nc1ccccc1 | 0% | 54
Cc1ccc(SC2=C[C@@]3(O)CC[C@@H](O)[C@@](Sc4ccc(C)cc4)(C2=O)[C@H]3O)cc1 | 0% | -24
CN(C)N1C(=O)C2C3C=CC(O3)C2C1=O (centres undefined) | -9% | -23
Cc1ccccc1CN1Cc2cnnn2-c2ccccc2C1C#N (centres undefined) | 1% | -99*
COc1ccc([C@H]2C[C@@H](O)[C@H](n3cc(COC(=O)c4ccccc4)nn3)CN2CC2CCCCC2)cc1 | -16% | 7
COc1ccc(S(=O)(=O)N2C[C@H]3CON(C)[C@H]3C[C@H]2c2ccc(-c3cc4ccccc4o3)cc2)cc1 | 24% | -13
COC(=O)[C@]12CCCCC=C1N(Cc1ccc(Cl)cc1Cl)C(=O)[C@H](CC(=O)N1CCCCC1)C2 | -14% | -16
CC1(C)OC(=O)C2=C(C[C@@H](C3CCCCC3)O[C@H]2c2ccc(Cl)cc2)O1 | -2% | 9
CC1=CC(C)(C)NC(=S)N1c1ccc([N+](=O)[O-])cc1 | -5% | ?
Cc1cn(CC(=O)NCCCn2ccnc2)c(=O)[nH]c1=O | -15% | 0
O=c1cc(Cc2ccc([N+](=O)[O-])cc2)[nH]c(=O)[nH]1 | 3% | -21
CC1(C)CC(=O)C=C(c2ccc(-c3ccc4[nH]ccc4c3)cc2)C1=O | ? | -37
CCOc1ccc2c(c1)OC1(CCC(C)C1)CC2=O (centres undefined) | 22% | -6
O=C(/C=C/[C@H]1O[C@@H](n2cnc3c(NC(=O)c4ccccc4)ncnc32)[C@H](O)[C@@H]1O)NCc1cccc2ccccc12 | 84%[activator] | 7
CNc1ncnc2c1ncn2[C@H]1CN(Cc2cccnc2)C[C@@H](CO)O1 | -5% | 2
CCCNC(=O)C1(C)CCCN(Cc2noc(-c3c(C)noc3C)n2)C1 (centres undefined) | 16% | -5
COc1ccc(N2CCN(C(=O)CSc3ncnc4scc(-c5ccc(C)cc5)c34)CC2)cc1 | -26% | ?
C[C@H](CO)N1C[C@H](C)[C@H](CN(C)Cc2cccc(O)c2)OCc2ccccc2-c2c(n(C)c3ccccc23)C1=O | -3% | 10
C[C@@H]1CN([C@@H](C)CO)C(=O)CCCn2nncc2CO[C@@H]1CN(C)C(=O)Nc1ccc(N2CCCCC2)cc1 | 4% | -1
O=C(Nc1ccc(S(=O)(=O)N2CCOCC2)cc1)c1ccc(Cl)c([N+](=O)[O-])c1 | 8% | -21
S=C1SCN(Cc2ccccc2)CN1Cc1ccco1 | 93%[activator] | -16

Reformatted as labelled records: entries from further up.
> O=C(Nc1ccc(S(=O)(=O)N2CCOCC2)cc1)c1ccc(Cl)c([N+](=O)[O-])c1
- AMA1 RON2 block = 8%
- HCMV antiviral = -21
> S=C1SCN(Cc2ccccc2)CN1Cc1ccco1
- AMA1 RON2 block = 93%[activator]
- HCMV antiviral = -16
> CN(C)N1C(=O)C2C3C=CC(O3)C2C1=O (centres undefined)
- AMA1 RON2 block = -9%
- HCMV antiviral = -23
> O=C(/C=C/[C@H]1O[C@@H](n2cnc3c(NC(=O)c4ccccc4)ncnc32)[C@H](O)[C@@H]1O)NCc1cccc2ccccc12
- AMA1 RON2 block = 84%[activator]
- HCMV antiviral = 7

Carrying on:
SMILES | AMA1 RON2 block | HCMV antiviral
Clc1cccc(Cc2c(-c3ccco3)nc3c4ccccc4ccn23)c1 | ? | ?
O=C(NCC[C@@H]1CC[C@@H](NS(=O)(=O)Cc2ccccc2)[C@@H](CO)O1)C1CC1 | 0% | -8
C[C@]12C=CC(=O)C=C1CC[C@@H]1[C@@H]2CC[C@]2(C)C(=O)CC[C@@H]12 | -1% | -1
COc1ccc(Cc2c(-c3ccc(C#N)cc3)nc3c4ccccc4ccn23)c(C)c1 | 3% | -3
COC[C@H]1CCCN1c1ccc2c(c1)O[C@@H](COCc1ccccc1)CN([C@@H](C)c1ccccc1)S2(=O)=O | -21% | -21
C[C@@H]1CN[C@@H](CCO)/C1=C\c1ccccc1 | -6% | -12
O=C(/C=C/c1cccs1)N1CCC2(CC1)Oc1ccc(Cl)cc1C(=O)C21CC(c2ccc(Cl)cc2)=NO1 (centres undefined) | -3% | -31
CCOc1ccc(C=NNC(=O)c2cccc3ccccc23)cc1OCC | 44%[activator] | 0
O=C(NCCO)c1ccc(-c2ccc3nncn3c2)cc1 | 0% | -27
CC1(C(=O)NCc2ccco2)Cc2c(-c3ccc4c(c3)OCO4)ccnc2O1 (centres undefined) | -5% | ?
Cc1ccc(NC(=O)Nc2nnc([C@H]3C[C@H](O)[C@@H](CO)O3)s2)cc1 | 10% | 6
COc1ccc(NC(=O)C2(C)CCN2CCOc2ccccc2)cc1OC (centres undefined) | 7% | -3
C#CCOCCOCCOCCNc1nc(N2CCN(C(=O)[C@H](CO)n3cc([C@@H](N)C(C)C)nn3)CC2)nc(N2CCN(C(=O)[C@H](CO)n3cc([C@@H](N)C(C)C)nn3)CC2)n1 | 30% | -21
N#CC1=C2CCCCC2(O)NC1=O (centres undefined) | -5% | -17
Cc1[nH]oc(=O)c1N=Nc1ccc2[nH]c(=O)[nH]c2c1 | 6% | 22
Clc1cc(-c2ccccc2)nc(-c2ccccc2)n1 | 18% | -16
CCc1nc2ccc(C(=O)NCCc3c[nH]c4ccccc34)cn2c1N(C)Cc1ccc(N(C)C)cc1 | ? | 5
CC(C)c1ccc(C(C(C(=O)c2ccccc2)N2CCOCC2)N2CCOCC2)cc1 (centres undefined) | 17% | 19
O=C(CCNC(=O)c1ccccc1Cl)Nc1ccc2c(c1)OCCO2 | 6% | 19
COc1ccc(C2OC(CCc3ccccc3)Cc3[nH]c(=S)[nH]c(=O)c32)cc1 (centres undefined) | -26% | -14

Pulled by structure from the entries so far (4):
SMILES | AMA1 RON2 block | HCMV antiviral
Cc1ccc(NC(=O)Nc2nnc([C@H]3C[C@H](O)[C@@H](CO)O3)s2)cc1 | 10% | 6
O=C(NCC[C@@H]1CC[C@@H](NS(=O)(=O)Cc2ccccc2)[C@@H](CO)O1)C1CC1 | 0% | -8
COc1ccc(NC(=O)C2(C)CCN2CCOc2ccccc2)cc1OC (centres undefined) | 7% | -3
C[C@]12C=CC(=O)C=C1CC[C@@H]1[C@@H]2CC[C@]2(C)C(=O)CC[C@@H]12 | -1% | -1

The listing picks up with the two entries that preceded the break.
SMILES | AMA1 RON2 block | HCMV antiviral
O=C(CCNC(=O)c1ccccc1Cl)Nc1ccc2c(c1)OCCO2 | 6% | 19
COc1ccc(C2OC(CCc3ccccc3)Cc3[nH]c(=S)[nH]c(=O)c32)cc1 (centres undefined) | -26% | -14
COc1ccc(C(NC(=O)C2CCN(CCOc3ccccc3)CC2)c2ccccn2)cc1 (centres undefined) | 24% | 14
Fc1cccc(Cc2c(-c3cccc(Cl)c3)nc3ccc(Cl)cn23)c1 | 9% | 11
Cc1ccc(S(=O)(=O)N2C[C@H]3[C@H]4C(=O)N(Cc5ccccc5)C(=O)[C@H]4CC(=O)[C@H]3[C@@H]2c2ccccc2Cl)cc1 | 0% | -10
CN1C(=O)c2oc3ccccc3c(=O)c2C1c1cccnc1 (centres undefined) | -3% | 0
CSc1ccc(NC(=O)C2(C)CCN2C(=O)Cc2ccc(C(C)(C)C)cc2)cc1 (centres undefined) | -27% | -38
OCC1OC(n2cnc3c(=S)nc[nH]c32)CC1O (centres undefined) | 62%[activator] | 31
CCc1c(C#N)c(=O)[nH]c(=O)n1-c1ccccc1 | 3% | -4

Bioassay records as filed in PubChem BioAssay.
